Screening data (PubChem BioAssay)
HUVEC tox TNFa = toxic to HUVEC cells under TNF alpha stimulation; HUVEC TNFalpha-stimulated, Hoechst cell count, imaging; cell count reduction, % at 2 µM; 0.17% of 93,000 active; AID 848;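 active means cell count reduction exceeding the screen mean by over 5 SD, scaled to untreated wells per plate, cut at about 78% in these data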;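 further: cells counted after 24 h of TNF alpha exposure following the 1 h pretreatment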
Smad3 FoxH1 inh = inhibitors of human Smad3 transcription factor binding; TR-FRET Smad3/Dy647-FoxH1 peptide binding, europium anti-His; inhibition, % at 25 µM; 0.29% of 88,000 active; AID 630;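 active means compounds that reduce the energy-transfer binding signal between the protein and its labelled peptide by more than half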;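 further: 0% = Smad3 plus labelled peptide maximal FRET and 100% = peptide-only background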
Target sequence (P84022 whole entry, looked up): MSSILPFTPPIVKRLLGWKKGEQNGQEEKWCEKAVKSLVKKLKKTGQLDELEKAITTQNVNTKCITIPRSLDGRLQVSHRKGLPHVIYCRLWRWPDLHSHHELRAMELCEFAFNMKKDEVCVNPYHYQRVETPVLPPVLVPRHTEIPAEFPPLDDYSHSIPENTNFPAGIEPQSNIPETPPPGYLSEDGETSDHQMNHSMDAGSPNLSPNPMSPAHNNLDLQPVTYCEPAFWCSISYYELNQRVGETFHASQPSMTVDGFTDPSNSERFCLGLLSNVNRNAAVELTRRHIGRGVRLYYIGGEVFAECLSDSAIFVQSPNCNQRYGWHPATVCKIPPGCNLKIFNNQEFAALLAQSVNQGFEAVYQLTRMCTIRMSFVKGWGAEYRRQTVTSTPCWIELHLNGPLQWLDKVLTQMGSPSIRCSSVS
sEH act = activators of human soluble epoxide hydrolase; 0.04% of 91,000 active; purified human sEH enzymatic activity, activator screen; activation, % at 2 µM; P34913; AID 717; in the data active means activation above about 37%; further: values of inactives mirror those of a sister screen read the other way
Target sequence (P34913 whole entry, looked up): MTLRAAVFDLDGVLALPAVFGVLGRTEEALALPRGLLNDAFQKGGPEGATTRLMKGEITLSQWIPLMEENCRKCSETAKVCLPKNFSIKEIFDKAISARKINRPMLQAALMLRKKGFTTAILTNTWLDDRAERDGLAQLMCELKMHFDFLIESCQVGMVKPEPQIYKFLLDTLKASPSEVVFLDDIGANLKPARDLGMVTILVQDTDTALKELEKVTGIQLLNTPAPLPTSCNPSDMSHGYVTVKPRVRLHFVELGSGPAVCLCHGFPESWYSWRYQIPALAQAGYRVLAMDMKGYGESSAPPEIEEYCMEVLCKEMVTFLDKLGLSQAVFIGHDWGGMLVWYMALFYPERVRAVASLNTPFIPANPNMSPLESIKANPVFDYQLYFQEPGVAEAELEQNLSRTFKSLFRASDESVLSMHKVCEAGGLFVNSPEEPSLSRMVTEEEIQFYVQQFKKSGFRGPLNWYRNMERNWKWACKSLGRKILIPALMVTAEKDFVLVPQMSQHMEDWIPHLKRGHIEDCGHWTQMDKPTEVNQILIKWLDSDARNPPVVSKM
ERb coact inh = blocks coactivator binding to human estrogen receptor beta | Q92731 | TR-FRET ER-beta LBD / SRC1-Cy5 peptide binding; receptor agonist-loaded with 1 µM estradiol | inhibition, % at 25.6 µM | 1.3% of 86,000 active | AID 633;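 active means compounds whose percent inhibition of the receptor-coactivator binding signal exceeds about 50% in the single-dose screen, limit read from the data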;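 further: 0% = receptor plus peptide wells without compound and 100% = peptide-only wells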
F-actin modifier = cytoskeleton assembly modification. HUVEC TNFa F-actin phalloidin imaging, high content. inhibition, % at 2 µM. 0.18% of 91,000 active;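 active means inhibition above the batch mean plus 3 SD and confirmed as a hit by visual image inspection, cut at about 30% in these data, passing the limit was not always enough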; further: strong numbers were not always called active
Calb biofilm kill = kills Candida albicans biofilms; C. albicans biofilm + clotrimazole, Alamar Blue; 0.14% of 85,000 active; AID 834; inhibition, % at 6 µM;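 active means inhibition above 20%; inactive means inhibition below 20%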;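 further: preformed 24 hr biofilms exposed to compound for 48 hr; 0% = biofilm without compound and 100% = blank killed by clotrimazole plus chlorhexidine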
IL1B cytotox = HUVEC cytotoxicity counter-screen, IL-1B stimulated; cell count reduction, % at 2 µM; HUVEC cell count loss, Hoechst imaging; 0.41% of 94,000 active;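 active means cell count reduction more than 3 SD above the screen-wide mean, cut at about 70% in these data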;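 further: normalized per plate to untreated control cells as the no-loss baseline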
sEH inhibitor = soluble epoxide hydrolase (human) inhibition; inhibition, % at 2 µM; recombinant human sEH enzymatic activity assay; P34913; 0.34% of 91,000 active; in the data active means inhibition above about 80%; further: values of inactives mirror those of a sister screen read the other way; many of its hits are not listed in these tables
VCAM1 TNFa inh = reduces TNF alpha induced VCAM1 expression in HUVEC; 0.48% of 95,000 active; HUVEC TNFa-induced VCAM-1 immunofluorescence, high-content imaging; inhibition, % at 2 µM;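 active means inhibition above the batch mean plus 3 SD, with images confirmed as a hit by eye, cut at about 37% in these data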;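 further: 0% = TNF-stimulated DMSO wells and 100% = unstimulated control wells; not every result past the cut was called active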
Active calls of the source: *; x = not tested or not shown; [ ] = dose if it differs, or a comment. Only part of the results is shown. The share of hits here may be higher or lower than overall.

SMILES	HUVEC tox TNFa	Smad3 FoxH1 inh	sEH act	ERb coact inh	F-actin modifier	Calb biofilm kill	IL1B cytotox	sEH inhibitor	VCAM1 TNFa inh
Cc1nnc(SCC(=O)N2CCC(Cc3ccccc3)CC2)n(N)c1=O	-16	5	2	-3	4	4	-14	-1	8
COc1ccc(OC)c(NC(=O)C2C3CC4OC(=O)C2C4C3)c1 (stereo unspecified)	-13	10	-1	-2	23	6	46	2	-10
O=C(CC(=O)NC1CCCCC1)N/N=C/c1cccc2ccccc12	-28	x	-20	x	-5	x	-9	21	14
CCN(CC)C(=O)N1CCN(S(=O)(=O)c2ccc(C)cc2)CC1	-48	-4	-1	-7	x	1	-9	-1	3
Cc1ccc(S(=O)(=O)N2CCC(C(=O)NNS(=O)(=O)c3ccc(Cl)cc3)CC2)cc1	2	x	4	x	-5	x	-26	-2	-8
O=C(Nc1ccncc1)c1cccs1	-22	-1[fluorescence artefact?]	4	-5	11	5	7	-3	23
CCOC(=O)C1CCCN(C(=O)c2ccccc2NC(C)=O)C1 (stereo unspecified)	-24	-6	-1	-2	-10	12	-25	0	-6
O=C1Nc2ccc(S(=O)(=O)NCc3ccccn3)c3cccc1c23	5	-10	21	61*[fluorescence artefact?]	2	-2	29	-21	8
C=CCn1c(SCc2c(F)cccc2Cl)nnc1-c1ccco1	-10	-4	24	-2	10	0	-9	-24	-8
c1cc2c(cc1CN1CCOCC1)OCO2	3	-16	17	-1	-8	0	11	-14	-4

Single entries from the list.
`O=C(CC(=O)NC1CCCCC1)N/N=C/c1cccc2ccccc12` – sEH act = -20
`COc1ccc(OC)c(NC(=O)C2C3CC4OC(=O)C2C4C3)c1` (stereo unspecified) – HUVEC tox TNFa = -13

(further entries)
SMILES	HUVEC tox TNFa	Smad3 FoxH1 inh	sEH act	ERb coact inh	F-actin modifier	Calb biofilm kill	IL1B cytotox	sEH inhibitor	VCAM1 TNFa inh
O=C(COc1cccc(Oc2ccccc2)c1)Nc1ncccn1	-12	2	1	-7	2	5	-18	-2	9
Cc1ccc(-c2nc3ncccc3o2)cc1NC(=O)c1ccco1	-10	2	12	15	-19	-2	-46	-12	-12
CCOC(=O)C(NCc1ccccc1OC)(NC(=O)c1ccccc1)C(F)(F)F (stereo unspecified)	17	-13	-7	13	12	6	-6	10	2
CCOC(=O)c1sc(NC(=O)CSc2n[nH]c(-c3ccncc3)n2)c(C#N)c1C	-42	6	-8	9	5	3	18	7	2
COC(=O)CSc1nnc(-c2sc3ccccc3c2Cl)o1	-1	x	12	x	-26	x	11	-9	14
O=C(Cn1cnc2ccccc2c1=O)N1CCN(c2ccccc2)CC1	-11	-1	-4	-1	1	2	12	4	23
COC(=O)c1ccc(C(=O)OC)c(NC(=S)N2CCN(c3ccccc3)CC2)c1	-6	x	3	x	7	x	21	0	21
Cc1occc1-c1nnc(SCC(=O)N2c3ccccc3CCc3ccccc32)n1C	-14	5	-4	-5	-15	2	-21	3	22
Cc1ccc(SCC(=O)NCCN2C(=O)CSC2=O)c(C)c1	-8	-2	-16	4	-8	7	-10	19	8
CCNc1nc(N)nc(Oc2ccc(OCc3ccccc3)nn2)n1	-7	-1	-7	12[fluorescence artefact?]	8	11	-17	6	-11
COc1ccc(CNC(=O)CCn2cccc2)cc1	-2	0	-11	-2[fluorescence artefact?]	-13	3	-6	12	2
CCN1c2ccccc2NC2N=C(OC)C(c3ccccc3)C21 (stereo unspecified)	-16	4	6	2[fluorescence artefact?]	x	6	-9	-4	-3
CCn1c(CCNC(=O)c2ccc(Cl)c(Cl)c2)nnc1SCCOc1ccc(OC)cc1	-6	x	3	x	-12	x	-10	0	6
Cn1cc(CNC(=O)C2CCCCC2)cn1	-6	12	3	-3	-6	-1	-76	-8	23
COc1ccc(C(=O)NCCn2ccc3ccccc32)cc1	-12	-4	-9	2[fluorescence artefact?]	3	5	-6	9	-4
Cc1cccc(N=C2NC(=O)CS2)c1C	4	-3	-10	-2	3	12	-7	10	97*
COc1ccc(-c2cc(C(F)(F)F)nc(-n3cc(Cl)cn3)n2)cc1	0	-10	25	1	x	-3	7	-26	-2
COc1ccc(NC(=O)c2ccc3c(c2)C(=O)N(Cc2cccnc2)C3=O)cc1	-19	5	-37	-8[fluorescence artefact?]	-16	6	-32	40	4
O=C(NCCCN1CCOCC1)c1csc2c1CCCC2	-23	x	-2	x	43	x	9	3	-4
COc1ccccc1C1C2=C(N=C3SCC(=O)N31)c1ccccc1CC2 (stereo unspecified)	18	13	3	-28	-1	2	-10	-2	-13
COCCN(C(=O)Nc1ccc(OC)cc1OC)C1CCN(C(C)=O)CC1	-19	17[fluorescence artefact?]	10	-12	22	6	-96	-12	-18
Cc1ccc(OCCn2c(C)c(/C=N/n3cnnc3)c3ccccc32)cc1	-7	x	-9	x	8	x	8	10	4
O=C(Nc1nncs1)c1ccccc1NS(=O)(=O)c1cccs1	15	-1	-2	-3	-7	0	7	3	-6
CCC(=O)N(CCC(Cc1ccccc1)c1ccc2c(c1)OCO2)Cc1ccccc1F (stereo unspecified)	11	x	0	x	0	x	0	1	-1
O=C(CN1C(=O)NC2(CCCCCCC2)C1=O)N1CCN(C(=O)c2ccco2)CC1	-26	14	9	4	18	3	12	-7	20
COc1ccccc1-c1n[nH]c(=S)n1-c1ccccc1	-23	x	2	x	-29	x	-24	0	6
O=C1CSC(c2ccccc2)N1c1nnc(C23CC4CC(CC(C4)C2)C3)s1 (stereo unspecified)	-9	x	6	x	4	x	0	-4	-7
O=C(Nc1cc(Cl)ccc1O)c1snnc1-c1ccccc1	8	x	10	x	-14	x	-5	-8	-4
CC(=O)N(CN1C(=O)c2ccccc2C1=O)c1cccc(C)c1	-41	-10	-5	-3	5	7	-8	5	10
O=C(Nc1ccc(S(=O)(=O)N2CCCCCC2)cc1)c1ccc(Br)o1	-17	3	-44	-5	-7	0	-15	44	-17
Cc1ccc(-c2c3c(=O)n(C)c(=O)n(C)c3cn2Cc2cccnc2)cc1	8	3	0	-7[fluorescence artefact?]	-12	8	0	-2	-14
Cc1ccc(-c2nn(CC(=O)NCc3cc(-c4nn(C)c(=O)c5ccccc45)ccc3C)c(=O)c3ccccc23)cc1	6	-59[fluorescence artefact?]	9	64*[fluorescence artefact?]	x	1	-2	-14	11
CCOC(=O)CCc1c(C)c2ccc(OCC(=O)OC(C)C)cc2oc1=O	-19	-5	17	-5	16	12	9	-13	8
CCn1c(Cc2ccc(OC)cc2)nnc1SCC(=O)Nc1nc2ccccc2s1	20	-4	12	-21[fluorescence artefact?]	8	3	-19	-8	3
CN(C)CCOC(=O)Cc1ccc(Cl)cc1	-7	-5	3	26	11	3	10	0	4
Cc1cccc(-c2cc3nc(C)cc(NCCCn4ccnc4)n3n2)c1	-9	3	8	-13	8	0	18	-6	-22
Cc1cc(C)c2nc(SCc3ccc([N+](=O)[O-])cc3)nc(C)c2c1	4	x	3	x	-5	x	-14	-3	0
c1ccc(Cc2nnc(-c3ccccc3)o2)cc1	4	1	4	-1	2	8	-11	-4	-6
COc1ccc2c(c1OC)C(=O)N1c3ccccc3C(=O)N(c3ccc(F)cc3)C21 (stereo unspecified)	-8	-2	2	-13	-3	6	4	1	9
CC1=C(C(=O)Nc2ccc(Cl)cc2)C(c2cccs2)n2nnnc2N1 (stereo unspecified)	6	4	-4	1	-7	9	13	4	0
O=C(C1CCC1)N1CCc2cc(S(=O)(=O)NCC3COc4ccccc4O3)ccc21 (stereo unspecified)	25	x	0	x	-7	x	-14	2	-23
N#Cc1c(NC(=O)c2ccncc2)sc2c1CCC2	-34	4	-1	91*[fluorescence artefact?]	-10	4	-19	3	6
Cc1sc2nc(SCC(=O)N(C)Cc3ccccc3)n(-c3ccccc3)c(=O)c2c1C	13	-1	-5	27	1	6	-10	4	19
COC(=O)c1ccccc1NC(=O)N[C@@H](C)C(=O)OC	2	1	-1	-14	-1	2	1	1	7
Cc1nn2cc(-c3ccccc3)nc2s1	-13	-13	7	5	0	6	-3	-6	-34
C=CCOc1cccc(C2C(C(=O)c3ccco3)=C(O)C(=O)N2Cc2ccncc2)c1 (stereo unspecified)	-7	4	-2	-7	-2	-2	-177	3	14
CS(=O)(=O)c1ccc(Cl)c(NC(=O)COC(=O)CNC(=O)c2ccc(Br)o2)c1	-3	-10	0	5[fluorescence artefact?]	-47	5	1	0	12
COc1cccc(-n2cc3c(=O)n(C)c(=O)n(C)c3c2)c1	-30	2	-8	-14[fluorescence artefact?]	1	4	14	7	15
COc1cc(OC)c(C2N(c3ccc(Cl)c(Cl)c3)C(=O)C3CCCN32)cc1OC (stereo unspecified)	-17	7	x	-13	-4	2	-70	x	6
CCc1cc2c(=O)n(-c3ccccc3)c(=S)[nH]c2s1	-6	8	-11	-18	-19	4	-12	14	-4

More entries:
SMILES	HUVEC tox TNFa	Smad3 FoxH1 inh	sEH act	ERb coact inh	F-actin modifier	Calb biofilm kill	IL1B cytotox	sEH inhibitor	VCAM1 TNFa inh
CCOc1ccccc1NS(=O)(=O)c1cccc2nsnc12	-26	-1	4	0	8	9	x	-7	0
COc1ccc(-c2cc(C(F)(F)F)n3nc(C(=O)Nc4cc(C)on4)cc3n2)cc1OC	-1	-2	0	15[fluorescence artefact?]	-15	8	2	-5	95*
Cc1ccc(-c2cc(C(=O)NCc3ccco3)no2)cc1	-19	3	-4	-21	10	9	-3	7	-6
Cc1ccccc1NC(=O)OCc1cn(-c2ccc(Cl)cc2)nn1	-5	x	-8	x	-8	x	-73	5	15
CC(C)(C)c1ccccc1OCC(=O)NCCC(=O)O	x	1	10	-8	x	-1	x	-10	x
CCc1ccccc1NC(=O)COC(=O)C1CC(=O)N(c2ccc(F)cc2)C1 (stereo unspecified)	-27	9	-13	-5	0	7	-2	12	-4
CC(=O)c1cccc(S(=O)(=O)N(Cc2cc3cc4c(cc3[nH]c2=O)OCCO4)CC2CCCO2)c1 (stereo unspecified)	16	0	2	-2	-7	8	17	2	36
O=C(Cn1[nH]c(=O)c2ccccc2c1=O)NCc1cccnc1	-29	5	-1	-6[fluorescence artefact?]	6	6	-36	2	-14
CC(=O)Nc1nc(-c2ccccc2)nc(C)c1C(C)=O	-1	-7	-4	-4[fluorescence artefact?]	2	10	-9	5	1
CCOC(=O)c1cc2n(c1C)-c1ccccc1C2=O	-25	8	x	-7	-2	9	-7	x	10

The closing five records of the section before are carried over, then new ones follow:
SMILES	HUVEC tox TNFa	Smad3 FoxH1 inh	sEH act	ERb coact inh	F-actin modifier	Calb biofilm kill	IL1B cytotox	sEH inhibitor	VCAM1 TNFa inh
CCc1ccccc1NC(=O)COC(=O)C1CC(=O)N(c2ccc(F)cc2)C1 (stereo unspecified)	-27	9	-13	-5	0	7	-2	12	-4
CC(=O)c1cccc(S(=O)(=O)N(Cc2cc3cc4c(cc3[nH]c2=O)OCCO4)CC2CCCO2)c1 (stereo unspecified)	16	0	2	-2	-7	8	17	2	36
O=C(Cn1[nH]c(=O)c2ccccc2c1=O)NCc1cccnc1	-29	5	-1	-6[fluorescence artefact?]	6	6	-36	2	-14
CC(=O)Nc1nc(-c2ccccc2)nc(C)c1C(C)=O	-1	-7	-4	-4[fluorescence artefact?]	2	10	-9	5	1
CCOC(=O)c1cc2n(c1C)-c1ccccc1C2=O	-25	8	x	-7	-2	9	-7	x	10
CCNc1ccc(Br)cc(C(=O)/C=C/c2c(Cl)cccc2Cl)c1=O	-4	8	10	72*[fluorescence artefact?]	-22	-3	-4	-10	13
O=C(c1ccccc1NS(=O)(=O)c1cccc([N+](=O)[O-])c1)N1CCOCC1	x	x	3	x	-24	x	-10	-1	-29
CCN(CC)Cc1c(O)ccc2c(=O)c(-c3ccc4c(c3)OCCO4)coc12	9	-1	-6	-10	-2	4	-12	6	4
O=C1c2ccccc2NC(c2ccccn2)N1c1ccccc1F (stereo unspecified)	-15	0	1	0	-3	4	-14	3	-4
Nc1nc2n(n1)C(c1ccco1)CC(c1ccc(Cl)cc1)N2 (stereo unspecified)	2	6	13	-4	-11	6	-40	-11	-7
